NALP1 inh – inhibitors of NALP1 inflammasome in yeast; inhibition, % at 10 µM; S. cerevisiae NALP1/ASC/caspase-1 growth, X-gal OD620, 72 h; actives 0.61% (n = 280,000); AID 2071; in the data active means inhibition mostly above about 24%, no sharp cut-off; inactive means mostly below about 32%; further: some compounds called inactive have numbers as strong as hits
MEKK3 PB1 HTS – raises or lowers MEK5 binding to the human MEKK3 PB1 domain; Q99759; bead-based flow cytometry, Alexa488-MEK5 binding to MEKK3; actives lie on both sides; 0 = blocked by unlabeled MEK5, 100 = vehicle; binding response (% of control), % at 10 µM; actives 1.4% (n = 290,000); AID 1529;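 active means binding response more than 3 SD above or below the average of its plate-row segment, actives on both sides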;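 further: Alexa488 bead fluorescence after subtracting the streptavidin-only scavenger bead signal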
MEKK2 WT-MEK5 – raises or lowers MEK5 binding to wildtype human MEKK2 PB1 domain | Q9Y2U5 | bead flow cytometry, Alexa488-MEK5 binding to MEKK2 WT; actives lie on both sides | binding response (% of control), % at 10 µM | actives 1.1% (n = 290,000) | AID 1531; in the data active means binding response below about 67% or above about 130%
GPR7 antagonist – antagonists of human GPR7 (neuropeptides B/W receptor 1) | P48145 | GPR7-expressing cells, fluorescence antagonist assay | inhibition, % at 4.4 µM | actives 1.1% (n = 290,000) | AID 1861; in the data active means inhibition above about 16%, passing the limit was not always enough;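 further: cells stimulated with the agonist NPW; 0% = agonist with vehicle and 100% = vehicle without agonist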
Target sequence (P48145 whole entry, looked up): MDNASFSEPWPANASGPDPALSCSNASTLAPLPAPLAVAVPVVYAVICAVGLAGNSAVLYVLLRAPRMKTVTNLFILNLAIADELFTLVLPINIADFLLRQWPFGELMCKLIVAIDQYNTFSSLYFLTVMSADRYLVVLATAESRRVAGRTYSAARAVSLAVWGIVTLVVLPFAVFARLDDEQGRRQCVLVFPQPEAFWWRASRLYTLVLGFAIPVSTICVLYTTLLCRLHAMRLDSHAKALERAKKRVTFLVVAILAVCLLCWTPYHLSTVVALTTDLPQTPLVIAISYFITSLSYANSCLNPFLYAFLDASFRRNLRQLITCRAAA
OXTR ag – activates the human oxytocin receptor; P30559; CHO-OTR cells, Fluo-8 calcium fluorescence; normalized: DMSO 0%, oxytocin 100%; activation, % at 3 µM; actives 0.32% (n = 320,000);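 active means activation above the mean of all tested compounds plus 3 SD, cutoff set per screening run, cut at about 20% in these data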;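 further: peak over basal fluorescence ratio from a 100 s FLIPR kinetic read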
Target sequence (P30559 whole entry, looked up): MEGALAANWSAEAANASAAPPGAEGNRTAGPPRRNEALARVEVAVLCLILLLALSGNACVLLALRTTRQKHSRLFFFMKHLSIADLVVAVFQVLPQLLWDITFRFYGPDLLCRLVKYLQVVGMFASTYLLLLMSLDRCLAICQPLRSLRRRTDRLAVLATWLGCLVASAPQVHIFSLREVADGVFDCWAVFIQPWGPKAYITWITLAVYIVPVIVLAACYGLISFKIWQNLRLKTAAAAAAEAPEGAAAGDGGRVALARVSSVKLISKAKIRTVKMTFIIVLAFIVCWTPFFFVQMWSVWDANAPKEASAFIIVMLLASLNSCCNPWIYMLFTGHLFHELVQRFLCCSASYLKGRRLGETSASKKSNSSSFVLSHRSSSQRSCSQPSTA
M18AAP inhibitor – PfM18AAP enzyme inhibition | recombinant PfM18AAP, H-Glu-NHMec fluorogenic cleavage | inhibition, % at 7.35 µM | actives 1.2% (n = 290,000) | AID 1822;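 active means inhibition above the campaign mean inhibition over all tested compounds plus 3 SD, cut at about 28% in these data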;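 further: 0% = plate median of test compound wells and 100% = 2 mM ZnCl2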
PHOSPHO1 inh – PHOSPHO1 (human) inhibition | Q8TCT1 | recombinant PHOSPHO1, absorbance phosphatase assay | inhibition, % at 13.3 µM | actives 1.1% (n = 290,000); in the data active means inhibition above about 60%
Target sequence (Q8TCT1 whole entry, looked up): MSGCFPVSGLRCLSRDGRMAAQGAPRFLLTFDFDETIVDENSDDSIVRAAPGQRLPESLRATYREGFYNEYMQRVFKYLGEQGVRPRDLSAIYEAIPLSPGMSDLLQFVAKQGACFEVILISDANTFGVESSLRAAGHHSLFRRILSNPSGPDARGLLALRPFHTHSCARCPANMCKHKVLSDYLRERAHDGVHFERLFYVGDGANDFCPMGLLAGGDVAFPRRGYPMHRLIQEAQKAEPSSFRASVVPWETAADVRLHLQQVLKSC
MEKK2 mut-MEK5 – signal of MEK5 binding to mutant human MEKK2 PB1 domain. bead flow cytometry, Alexa488-MEK5 binding to MEKK2 mutant. percent response, % at 10 µM. actives 0.35% (n = 290,000). AID 1530; in the data active means percent response above about 24%, passing the limit was not always enough; further: inactives centre near 1; some results filed as inactive read as strong as hits; reference of the scale not given here
FID counter – displaces DNA intercalator in HCV helicase counter-screen | DNA fluorescent intercalator displacement, fluorescence | inhibition, % at 7.9 µM | actives 0.17% (n = 290,000) | AID 1845; in the data active means inhibition above about 37%;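 further: 0% = vehicle and 100% = reference compound; higher means more ethidium bromide displaced from hairpin DNA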
The depositor's hits bear a star; / = not tested or not shown.

SMILES | NALP1 inh | MEKK3 PB1 HTS | MEKK2 WT-MEK5 | GPR7 antagonist | OXTR ag | M18AAP inhibitor | PHOSPHO1 inh | MEKK2 mut-MEK5 | FID counter
OC(COc1c(Br)cc(Br)cc1Br)CN1CCOCC1 (configuration not stated) | 21 | 97 | 106 | -4 | / | -11 | -3 | 6 | -2
CCCOC(=O)c1[nH]c2c(c1C)C(=O)CC(c1cc(OC)c(OC)c(OC)c1)C2 (configuration not stated) | 24 | 101 | 96 | 6 | 6.4 | -7 | 26 | 2 | -29
COc1cccc(CNc2ncnc3cc(Cl)ccc23)c1 | 10 | 117 | 110 | 7 | / | -4 | 37 | 1 | -7
CCc1ccc(CN(C)CCc2ccccn2)cc1 | 19 | 105 | 106 | -6 | -0.1 | 2 | -20 | 4 | 7
O=C(Nc1ccc2nn(-c3ccc(F)cc3)nc2c1)c1cccnc1 | 8 | 107 | 94 | 3 | 0.9 | 1 | 10 | 2 | 13
CN(C)NC1=CC(=[N+]2CCCC2)CC(C)(C)C1 | 3 | 85 | 85 | -2 | 1.8 | 1 | -50 | -15 | -4
COc1ccc(N(CC(=O)NC2CCCC2)C(=O)Cn2nnc(-c3ccc(F)cc3)n2)cc1 | 4 | 104 | 103 | -6 | -0.6 | 0 | 40 | 0 | -39
Cc1c[nH]c2cccc(OCC(CNC(C)(C)C)OC(=O)c3ccccc3)c12 (configuration not stated) | 19 | 104 | 121 | 10 | 14 | -6 | 33 | 15 | 13
CC1CCCC(NC(=O)CSc2ncccc2C(=O)O)C1C (configuration not stated) | 24 | 95 | 100 | 0 | 0.2 | -10 | 0 | 2 | 2
COC(=O)C1=C(C)N(c2ccccc2)/C(=C/c2cccs2)C1=O | 21 | 101 | 101 | -7 | -1.1 | 10 | 15 | 1 | -9
COc1ccc(-c2noc(CCC(=O)NC3CCCCC3)n2)cc1 | 19 | 101 | 104 | -1 | 2.9 | -4 | 40 | 3 | -25
O=C(CCN1CCC(c2ccccc2)C1)c1ccccc1 (configuration not stated) | 23* | 101 | 100 | -10 | 0.2 | 3 | 44 | -2 | 3
CCCN(CC1COc2ccccc2O1)C(=S)Nc1ccc(C)cc1 (configuration not stated) | 30 | 109 | 100 | 0 | -0.9 | -7 | 11 | 0 | -1
O=C(CN(Cc1ccccc1)S(=O)(=O)c1ccc(Br)cc1)NCc1ccco1 | 9 | 100 | 103 | -4 | -1.7 | 2 | 15 | 5 | -22
Cc1ccc(S(=O)(=O)Nc2cccc(-c3ccc(N4CCCCCC4)nn3)c2)cc1C | 4 | 89 | 88 | -17 | -1.8 | 6 | 15 | -13 | -16
O=C(Cn1nnc(-c2ccc3c(c2)OCO3)n1)N1CCOCC1 | / | 109 | 107 | -12 | 1.4 | 10 | -16 | 20 | -1
COc1cc(C(C[N+](=O)[O-])c2c(C)cc3ccccn23)ccc1O (configuration not stated) | 7 | 100 | 93 | 0 | 2.0 | 40* | 15 | -5 | -5
Cc1ccc(N=C2N=C(N)c3ccccc32)cc1C | / | 87 | 91 | -19 | -0.5 | -7 | / | -7 | 3
Cc1ccc(NC(=S)Nc2ccc(F)cc2)cc1C | -1 | 99 | 103 | -2 | 0.5 | 8 | -16 | 1 | -2
Cn1ccc(CC(=O)N2CCC(N3CCC(C(=O)N4CCCC4)CC3)CC2)c1 | -32 | 100 | 98 | -6 | 0.9 | -6 | 8 | -2 | -10
Cc1ccc(CCN=c2c([N+](=O)[O-])nn(-c3ccccc3)n2O)cc1 | 3 | 104 | 99 | 1 | -1.4 | 0 | 41 | -1 | -5
COc1ccc(CCNC(=O)C2CCCN2C(=O)Nc2cccc(C(C)=O)c2)cc1OC (configuration not stated) | 6 | 106 | 106 | -2 | 1.1 | -9 | -12 | 4 | -10
Brc1ccc(-c2nn3c(-c4ccco4)nnc3s2)o1 | -5 | 102 | 97 | -4 | -2.0 | 13 | 99* | -6 | -16
COc1cc2c(cc1OC)C(c1cc(Br)c(OC)c(OC)c1)CC(=O)N2 (configuration not stated) | 2 | 103 | 104 | -13 | / | -1 | 39 | 3 | -16
Cc1nc(SCC(=O)NCc2ccccc2)c2c(=O)n(C)c(=O)n(C)c2n1 | / | 102 | 100 | -7 | 0.2 | -7 | -6 | 6 | 0
COc1cccc(CCN2CCC(CNS(=O)(=O)c3cc(-c4cc(C)no4)ccc3OC)CC2)c1 | 29 | 97 | 118 | 3 | 2.4 | -8 | 27 | 4 | 24
O=C(COC(=O)/C=C/c1cccs1)Nc1cccc(S(=O)(=O)N2CCCC2)c1 | -7 | 97 | 90 | -5 | 2.8 | -1 | 36 | -8 | -16
Cc1ccnc(NC(=O)C2CCN(S(=O)(=O)c3cccc(C(F)(F)F)c3)CC2)c1 | 2 | 102 | 104 | 13 | -2.1 | 2 | 23 | 6 | -24
C=CCn1c(SCC(=O)NC)nnc1C12CC3CC(CC(C3)C1)C2 | 14 | 114 | 115 | 2 | 1.0 | -7 | 29 | 14 | -19
CCOc1ccc(NC(=S)N2CCCCCC2)cc1 | 3 | 100 | 93 | -7 | -0.9 | 2 | 2 | -6 | -3
CCOC(=O)C1(CC2CC2)CCN(C(=O)c2cc(OC)nc3ccccc23)CC1 | -2 | 93 | 87 | -2 | -1.6 | 1 | -9 | -7 | -35
Cc1ccc(OCC(=O)Nc2ccc([N+](=O)[O-])cn2)cc1C | / | 102 | 103 | -2 | -2.1 | -9 | / | 6 | 4
Cc1ccc(S(=O)(=O)Nc2ccccc2CNc2cccc(C)n2)cc1 | 23 | 98 | 113 | -11 | -2.3 | 3 | -4 | 10 | -1
Fc1cccc(F)c1-n1c(CN2CCOCC2)csc1=S | 14 | 123 | 105 | -9 | 0.3 | -2 | -35 | -1 | 2
CCCCN(C(=O)CCC(=O)Nc1cc(C)on1)C(C(=O)NC1CCCC1)c1ccc(OCC)cc1 (configuration not stated) | 1 | 101 | 108 | -18 | -1.8 | 3 | 39 | 2 | -45
Cc1nn(Cc2ccccc2)c(Cl)c1C(=O)NCCc1ccccc1 | 16 | 101 | 111 | 19 | -1.8 | -5 | -9 | 21 | -28
CCCC(=O)Nc1ccccc1NC(=O)c1ccc2c(c1)OCO2 | -101 | 106 | 107 | -12 | 10 | -2 | / | 1 | -7
O=C(Cn1nnc(-c2ccc3c(c2)OCO3)n1)Nc1ccccc1C(=O)O | 12 | 101 | 102 | -13 | -0.6 | -8 | -7 | 3 | -39
O=C(c1ccccc1)N(Cc1nc2ccccc2c(=O)[nH]1)C1CCCC1 | 2 | 94 | 94 | -7 | 5.4 | 1 | 39 | -4 | -27
O=C(CCN1C(=O)C2CC=C(Cl)CC2C1=O)NCc1ccccc1 (configuration not stated) | 0 | 96 | 107 | -5 | 0.0 | 5 | -15 | 3 | -2

Part of the list above, field by field.
SMILES: O=C(COC(=O)/C=C/c1cccs1)Nc1cccc(S(=O)(=O)N2CCCC2)c1
  NALP1 inh: -7	MEKK3 PB1 HTS: 97	MEKK2 WT-MEK5: 90	GPR7 antagonist: -5	OXTR ag: 2.8	M18AAP inhibitor: -1	PHOSPHO1 inh: 36	MEKK2 mut-MEK5: -8	FID counter: -16

SMILES: Cc1ccnc(NC(=O)C2CCN(S(=O)(=O)c3cccc(C(F)(F)F)c3)CC2)c1
  NALP1 inh: 2	MEKK3 PB1 HTS: 102	MEKK2 WT-MEK5: 104	GPR7 antagonist: 13	OXTR ag: -2.1	M18AAP inhibitor: 2	PHOSPHO1 inh: 23	MEKK2 mut-MEK5: 6	FID counter: -24

SMILES: C=CCn1c(SCC(=O)NC)nnc1C12CC3CC(CC(C3)C1)C2
  NALP1 inh: 14	MEKK3 PB1 HTS: 114	MEKK2 WT-MEK5: 115	GPR7 antagonist: 2	OXTR ag: 1.0	M18AAP inhibitor: -7	PHOSPHO1 inh: 29	MEKK2 mut-MEK5: 14	FID counter: -19

SMILES: CCOc1ccc(NC(=S)N2CCCCCC2)cc1
  NALP1 inh: 3	MEKK3 PB1 HTS: 100	MEKK2 WT-MEK5: 93	GPR7 antagonist: -7	OXTR ag: -0.9	M18AAP inhibitor: 2	PHOSPHO1 inh: 2	MEKK2 mut-MEK5: -6	FID counter: -3

The list continues:
SMILES | NALP1 inh | MEKK3 PB1 HTS | MEKK2 WT-MEK5 | GPR7 antagonist | OXTR ag | M18AAP inhibitor | PHOSPHO1 inh | MEKK2 mut-MEK5 | FID counter
COC(=O)CN(c1ccccn1)S(=O)(=O)c1ccccc1 | 13 | 110 | 105 | 2 | -0.3 | 3 | 52 | 8 | 2
CCc1ccc(C(=O)CSc2n[nH]c(-c3ccncc3)n2)cc1 | 0 | 108 | 105 | 5 | 3.0 | -9 | 23 | 9 | -16
Clc1ccc2nc(-c3ccc4c(c3)OCO4)cn2c1 | 6 | 96 | 95 | -5 | -1.9 | -11 | 40 | -6 | -6
Cc1ccc(NC(=O)Cc2ccsc2)cc1Cl | -56 | 108 | 109 | 0 | -1.1 | 1 | 46 | 5 | -3
COc1ccc(-c2csc(NC(=O)c3c(OC)cccc3OC)n2)cc1 | 13 | 92 | 95 | -22 | -0.4 | 1 | 40 | 0 | -26
O=C(CN1C(=O)NC2(CCCCCCC2)C1=O)N1CCc2ccccc2C1 | -10 | 104 | 105 | 3 | 5.3 | -1 | 11 | 3 | -19
CCN(CC)CCN1C(=O)C(=O)/C(=C(/O)c2ccc(OC)cc2)C1c1cccs1 (configuration not stated) | 15 | 100 | 103 | -1 | / | -10 | 8 | 1 | -3
CNC(=O)CN(C)S(=O)(=O)c1ccc(F)cc1 | -1 | 93 | 89 | -8 | 1.7 | 2 | 17 | -4 | 2
CCCOP(=O)(c1ccc(N(C)C)cc1)C(O)c1cc(OC)c(OC)c(OC)c1 (configuration not stated) | 2 | 104 | 101 | 6 | -0.4 | -6 | -26 | 2 | -20
O=C(Nc1cccnc1)C1CCN(S(=O)(=O)c2cccs2)CC1 | 8 | 91 | 95 | 0 | 1.3 | -7 | 32 | -7 | 3
CC(=O)c1ccc(NC(=O)Cn2cnc(S(=O)(=O)N3CCC(C)CC3)c2)cc1 | 9 | 102 | 98 | -1 | 0.3 | 2 | 22 | 3 | -20
CN(C)C(CNC1CC(C)(C)NC(C)(C)C1)c1cccc(F)c1 (configuration not stated) | 14 | 102 | 110 | -2 | -0.1 | -14 | 35 | 3 | 1
CCOc1ccc(-n2cc(C(=O)c3cc(Cl)ccc3O)cc(C#N)c2=O)cc1 | 8 | 88 | 90 | 0 | 7.8 | -3 | 9 | -11 | -23
C[C@H](NC(=O)C1CC(=O)N(c2ccc(F)cc2)C1)C(=O)N1CCCCC1 (some centres not stated) | 16 | 94 | 99 | -1 | -0.6 | 2 | 46 | -3 | -7
COc1cc(OC)c(OC)cc1/C=N/NC(=O)C[n+]1ccccc1 | -3 | 103 | 109 | -4 | 0.3 | -5 | -12 | 17 | 2
Cc1ccc(CCNC(=O)C2CCN(S(=O)(=O)c3cccc4nonc34)CC2)cc1 | 20 | 97 | 94 | -7 | -0.9 | -3 | 16 | 8 | -3
COCCN(C(=O)/C=C/c1ccccc1)c1c(N)n(Cc2ccccc2)c(=O)[nH]c1=O | -10 | 95 | 102 | -14 | 0.0 | 5 | 7 | -46 | -10
COC(=O)C1=C(CS(=O)(=O)c2ccc(Cl)cc2)NC(=O)NC1c1ccc(O)cc1 (configuration not stated) | 19 | 95 | 97 | 0 | -0.4 | 0 | 24 | -12 | -3
C=CCN(CC=C)C(=S)Nc1ccc(OC)c(OC)c1 | -1 | 88 | 90 | -4 | -0.2 | 14 | -1 | -8 | 3
N#Cc1c(NCCO)nc(NCc2ccccc2)c2c1CCN(Cc1ccccc1)C2 | -15 | 107 | 107 | -7 | -0.6 | 7 | 7 | 2 | 1
O=C(NCCc1nc(-c2ccccc2)cs1)c1ccc(Br)cc1 | 29 | 103 | 103 | -7 | -0.9 | -9 | -7 | -2 | -14
CCOC(=O)c1ccc(OCCOc2ccccc2C)cc1 | 20 | 107 | 109 | -5 | 0.2 | -1 | 8 | 4 | -18
O=C(Cc1nc2ccccc2[nH]1)c1ccc([N+](=O)[O-])cc1 | -6 | 93 | 80 | -14 | -0.4 | -14 | 47 | -9 | 7
